# High-throughput results from PubChem.
# PLK1 PBD block: qHTS for Inhibitors of PLK1-PDB (polo-like kinase 1 - polo-box domain): Primary Screen | Potency, µM, for the others: max response, negative = inhibition, actives largely listed as inhibitors | Plk1 PBD binding of FITC phosphopeptide, fluorescence polarization | Serine/threonine-protein kinase PLK1 (Homo sapiens), P53350 | 360,000 tested, 2.8% active | AID 720504, 2013; also: potency is read from the fitted curve at half-maximal effect; series mostly up to about 57 µM; % is scaled to controls: 0 for no effect and ±100 for the full control effect; nearly all actives have a fitted effect of over 65% in size
# EPAC1 agonist: qHTS for Agonist of cAMP-regulated guanine nucleotide exchange factor 3 (EPAC1): primary screen; Rap guanine nucleotide exchange factor 3 (Homo sapiens), O95398; EPAC1 agonist qHTS, biochemical assay; response scale: 100% = response to 6.5 mM cAMP; Potency, µM (highest dose often 154 µM), without a hit: top-dose activation, usual class: activators; 360,000 tested, 0.073% active; AID 720707, 2013; also: potency is read from the fitted curve at half-maximal effect; nearly all actives have a fitted effect of over 60% in size
#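 Compounds were pinned as a concentration titration into mixtures of EPAC1 (100 nM), BODIPY-GDP-loaded Rap1B (250 nM) and GDP (50 uM). After 5 min at room temperature, fluorescence was followed for 30 min; activity was scaled to 6.5 mM cAMP.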
# EPAC1 antag: qHTS for Antagonist of cAMP-regulated guanine nucleotide exchange factor 3 (EPAC1): primary screen. AID 720709, 2013. Potency, µM (highest dose often 115 µM), without a hit: top-dose activity change, negative = inhibition, most hits filed as inhibitors. Rap guanine nucleotide exchange factor 3 (Homo sapiens), O95398. 360,000 tested, 0.14% active. EPAC1 GEF assay, Rap1b-BODIPY-GDP exchange fluorescence;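 also: potency is read from the fitted curve at half-maximal effect; plate controls were vehicle for no effect and positive control for full effect; nearly all actives have a fitted effect of over 50% in size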
# CCT modulator: High-Throughput Screening for Modulators of Cytosolic Chaperonin Activity; purified chaperonin ATPase assay, HTRF ADP detection, 30 min; activity change, % (test concentration not listed), hits read low; 360,000 tested, 0.3% active; in the data active = activity change below about -30%; also: % is scaled to controls: 0 for no effect and ±100 for the full control effect
#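 First, chaperonin was dispensed at 40 nM or 20 nM final depending on batch activity. Next, compounds were pinned at 76 uM and ATP added at 10 uM. After 30 min at 37 °C, ADP detection reagents ran 30 min at ambient temperature.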
# EPAC2 antag: qHTS for Antagonist of cAMP-regulated guanine nucleotide exchange factor 2 (EPAC2): primary screen | 360,000 tested, 0.18% active | Potency, µM (titrated, usually from 114 µM), without a hit: at the top dose activity, negative = inhibition, hits mostly inhibitors | EPAC2 GEF exchange of Rap1B-BODIPY-GDP, fluorescence | Rap guanine nucleotide exchange factor 4 (Homo sapiens), Q8WZA2; also: potency is read from the fitted curve at half-maximal effect; % is scaled to controls: 0 for no effect and ±100 for the full control effect; nearly all actives have a fitted effect of over 45% in size; many of its hits are not listed in these tables
# Target sequence (Q8WZA2 whole entry, looked up): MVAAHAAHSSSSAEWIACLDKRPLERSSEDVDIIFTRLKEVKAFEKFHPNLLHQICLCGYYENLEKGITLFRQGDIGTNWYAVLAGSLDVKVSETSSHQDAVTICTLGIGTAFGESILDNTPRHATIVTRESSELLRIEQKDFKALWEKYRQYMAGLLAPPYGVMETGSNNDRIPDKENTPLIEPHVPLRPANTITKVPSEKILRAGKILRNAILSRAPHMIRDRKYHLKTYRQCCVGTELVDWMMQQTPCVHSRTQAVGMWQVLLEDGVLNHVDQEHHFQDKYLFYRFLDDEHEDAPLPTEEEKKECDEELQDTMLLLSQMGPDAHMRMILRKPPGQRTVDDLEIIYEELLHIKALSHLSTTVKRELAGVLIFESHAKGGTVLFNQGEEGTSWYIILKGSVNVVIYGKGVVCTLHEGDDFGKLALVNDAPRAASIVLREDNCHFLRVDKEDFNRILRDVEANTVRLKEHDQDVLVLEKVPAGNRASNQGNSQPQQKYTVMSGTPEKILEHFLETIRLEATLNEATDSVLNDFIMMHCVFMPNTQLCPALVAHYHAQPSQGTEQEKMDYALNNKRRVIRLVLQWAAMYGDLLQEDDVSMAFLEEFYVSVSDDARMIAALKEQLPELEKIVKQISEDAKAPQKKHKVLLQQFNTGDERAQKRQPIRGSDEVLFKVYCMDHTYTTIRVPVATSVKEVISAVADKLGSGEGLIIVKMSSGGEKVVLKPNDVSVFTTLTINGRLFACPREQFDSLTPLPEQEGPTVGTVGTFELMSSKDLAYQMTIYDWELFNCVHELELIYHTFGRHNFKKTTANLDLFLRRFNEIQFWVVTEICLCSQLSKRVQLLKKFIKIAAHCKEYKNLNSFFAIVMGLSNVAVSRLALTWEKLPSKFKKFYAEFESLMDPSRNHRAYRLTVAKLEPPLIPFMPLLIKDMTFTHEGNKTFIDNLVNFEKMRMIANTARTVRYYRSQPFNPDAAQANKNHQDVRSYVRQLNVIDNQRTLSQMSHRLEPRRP
# PI5P4K alpha inh: qHTS for Inhibitors of phosphatidylinositol 5-phosphate 4-kinase (PI5P4K); Phosphatidylinositol 5-phosphate 4-kinase type-2 alpha (Homo sapiens), P48426; PI5P4Kalpha enzyme, ADP-Glo luminescence, 60 min; hits give low values; max response, %; 330,000 tested, 1.2% active; AID 652105, 2013; active = max response of -50% or lower; inconclusive = between -30% and -50%; inactive = -30% or higher; also: value at the top dose of about 77 µM; % is scaled to controls: 0 for no effect and ±100 for the full control effect
#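 Controls without substrate or without enzyme flank wells where PI5P4Kalpha converts substrate using 5 microM ATP (final). Incubation lasts 60 minutes at room temperature; ADP formed is read by ADP-Glo luminescence.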
# WRN inhibitor: qHTS for Inhibitors of WRN Helicase | Bifunctional 3'-5' exonuclease/ATP-dependent helicase WRN (Homo sapiens), Q14191 | WRN helicase unwinding, fluorescent forked duplex, kinetic | Potency, µM (series often up to 114 µM), for inactives: at the highest dose activity change, negative = inhibition, actives largely listed as inhibitors | 360,000 tested, 0.46% active | AID 651768, 2012; also: potency is read from the fitted curve at half-maximal effect; % is scaled to controls: 0 for no effect and ±100 for the full control effect; nearly all actives have a fitted effect of over 55% in size
#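 Kinetic red-fluorescence monitoring (525/598 nm) tracks WRN helicase activity after 100 nM fluorophore-quencher forked duplex and 2 mM ATP are added to 20 nM enzyme pretreated 15 min at room temperature with compound.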
# MmCpn inh: Inhibitors of TCP-1 ring complex (TRiC) of Methanococcus maripaludis (MmCpn): qHTS; Chaperonin Mm-Cpn (Methanococcus maripaludis); 330,000 tested, 0.031% active; Potency, µM (top dose mostly 76.9 µM), for the others: at the top dose activity, negative = inhibition, most hits filed as inhibitors; purified Mm-Cpn ATPase, ADP Transcreener TR-FRET; also: potency is read from the fitted curve at half-maximal effect; % is scaled to controls: 0 for no effect and ±100 for the full control effect; nearly all actives have a fitted effect of over 80% in size
#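 Eu-cryptate anti-ADP/ADP-d2 competition gives a ratio inversely related to ADP. Enzyme at 25 nM was pre-exposed to compound for 10 min, then given 10 uM ATP for 30 min, 37°C throughout.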
# * hit, by the source's call; ? = inconclusive; / = no result given; [ ] = remark or other dose. Unless noted, calls follow the shape of the dose curve; as a rule, active = well fitted curve in the direction sought with a large enough effect; inconclusive = small, poorly fitted or top-dose-only effect, or another doubt; inactive = no such curve, though single readings can be large; an effect the other way counts as inactive or inconclusive. This is a subset, so the mix of outcomes need not match the whole.
SMILES,PLK1 PBD block,EPAC1 agonist,EPAC1 antag,CCT modulator,EPAC2 antag,PI5P4K alpha inh,WRN inhibitor,MmCpn inh
CCOP(=O)(OCC)c1nc(-c2ccccc2Cl)oc1N1CCOCC1,-4%,-1%,-16%,-2.7,0%,0,-3%,1%
COc1cc(C(=O)NCCc2cc3c(OC)ccc(OC)c3[nH]c2=O)cc(OC)c1OC,-5%,-6%,0%,-0.4,5%,0,9%,-3%
COc1ccccc1CNC(=O)N1CCN(c2ccccc2C)CC1,1%,1%,14%,0.1,1%,-3,9%,-2%
C/C(=N\NC(=O)c1c(Br)c(C)nn1C)c1cccc(NC(=O)c2ccccc2C)c1,1%,1%,-4%,1.2,-1%,3,-7%,1%
Cc1ccc(NC(=O)CN(C)C(=O)COC(=O)CNS(=O)(=O)c2ccc(Br)cc2Cl)cc1,-2%,-6%,5%,0.2,-4%,-1,-16%,3%
CCCCNc1cc(=O)oc2ccccc12,-4%,8%,-8%,-4.1,-21%,4,-7%,-5%
CSc1ccc(C2N=C(c3ccccc3)NO2)cc1 (stereo not given),-16%,-1%,25%,1.7,-5%,3,4%,0%
COc1ccc(C(=O)Nc2c(Cl)cc(Cl)cc2C(=O)N2CCOCC2)cc1,-1%,9%,4%,-1.5,-11%,9,-7%,3%
Nc1nnc(SCC(=O)OCC(=O)NC23CC4CC(CC(C4)C2)C3)s1,?,-4%,4%,-0.9,-7%,-6,1%,-14%
O=C(CCS(=O)(=O)c1ccc2c(c1)NC(=O)CO2)NCCc1ccc(Cl)cc1,0%,-6%,-18%,0.5,0%,-8,2%,2%
CCC(C)NCCOCCOc1ccc(Br)cc1C (stereo not given),-3%,-4%,-12%,1.3,-5%,0,-14%,0%
S=c1[nH]nc(Cc2cccc3ccccc23)n1-c1ccccc1,-16%,6%,3%,-0.7,-1%,-10,2%,1%
O=C(/C=C/c1ccccc1)CC(=O)c1ccccc1,8%,6%,-13%,-4.4,-6%,17,-13%,/
O=C(O)C1CSC(c2ccncc2)N1 (stereo not given),-29%,5%,-5%,-0.2,-3%,-24,-32%,1%
CCCCN1C(N)=NC[C@@H]1c1ccccc1,-8%,-4%,-2%,-1.8,3%,-2,-3%,/
Cc1ccc(N=Cc2c(C)[nH]n(-c3ccccc3)c2=O)nc1,-3%,3%,-4%,-2.5,1%,4,-16%,-1%
COc1ccc(/C=C(\C#N)C(=O)Nc2ccc3[nH]c(=O)[nH]c3c2)cc1,-18%,1%,10%,-0.8,-4%,2,-9%,0%
Cc1ccc(NC(=O)COC(=O)c2ccc3c(c2)C(=O)N(CCc2ccccc2)C3=O)c(C)c1,-1%,-4%,12%,0.4,13%,-3,2%,0%
CC(C)n1nnnc1SCC(=O)N1N=C(c2cccs2)CC1c1cccs1 (stereo not given),0%,-3%,-5%,-2.3,-3%,-4,-23%,-22%
COc1cc(C(=O)OCCNC(=O)c2ccccc2)cc(OC)c1OC,1%,9%,-1%,-0.8,3%,-3,-2%,1%
CC(=O)Nc1ccc(C=CC=Cc2cccc([N+](=O)[O-])c2)cc1,0%,0%,-6%,-2.0,4%,-16,?,/
O=c1cc(CN(Cc2ccccc2)Cc2ccccc2)c2ccccc2o1,-6%,-7%,-11%,0.8,-5%,17,-9%,/
COc1ccc2[nH]cc(S(=O)(=O)c3ccc(C(C)C)cc3)c(=O)c2c1,0%,10%,5%,-1.3,-2%,0,-6%,1%
CC1CC(C)CN(S(=O)(=O)c2ccc(C(=O)NCCCn3ccnc3)cc2)C1 (stereo not given),1%,2%,8%,-0.8,18%,2,-6%,-1%

# Record cards, from the list above. Values in the order: PLK1 PBD block | EPAC1 agonist | EPAC1 antag | CCT modulator | EPAC2 antag | PI5P4K alpha inh | WRN inhibitor | MmCpn inh
# `COc1ccc2[nH]cc(S(=O)(=O)c3ccc(C(C)C)cc3)c(=O)c2c1` across the screens: 0% | 10% | 5% | -1.3 | -2% | 0 | -6% | 1%
# `CC(C)n1nnnc1SCC(=O)N1N=C(c2cccs2)CC1c1cccs1` (stereo not given) across the screens: 0% | -3% | -5% | -2.3 | -3% | -4 | -23% | -22%
# `O=C(/C=C/c1ccccc1)CC(=O)c1ccccc1` across the screens: 8% | 6% | -13% | -4.4 | -6% | 17 | -13% | /
# `CC1CC(C)CN(S(=O)(=O)c2ccc(C(=O)NCCCn3ccnc3)cc2)C1` (stereo not given) across the screens: 1% | 2% | 8% | -0.8 | 18% | 2 | -6% | -1%

# (continued)
SMILES,PLK1 PBD block,EPAC1 agonist,EPAC1 antag,CCT modulator,EPAC2 antag,PI5P4K alpha inh,WRN inhibitor,MmCpn inh
C=CCOc1ccc(Br)cc1/C=N/O,-8%,-1%,-10%,0.4,0%,4,-2%,1%
Cc1ccc(OCCCn2c(=O)oc3ccccc32)cc1,3%,3%,-15%,1.1,-20%,7,-9%,-3%
COc1cc(C(O)c2nc(-c3ccccc3OC)cs2)ccc1F (stereo not given),-3%,-5%,-7%,-1.8,-17%,9,-10%,/
Cc1cc(C(=O)COC(=O)c2ccc(Br)o2)c(C)n1C,-6%,-6%,-8%,-2.8,-13%,-12,-7%,1%
Cc1cccc(SC2CCN(C(=O)C3CCC(=O)N(C4CC4)C3)CC2)c1 (stereo not given),-22%,-11%,-27%,-0.5,0%,-1,0%[57.1 µM],0%
N#Cc1ccc(NC(=O)COC(=O)C2=COCCO2)cc1,-6%,-6%,10%,3.5,10%,1,-16%,-1%
Cc1cc(C)cc(N(CC(=O)NCc2ccc(F)cc2)C(=O)CCC(=O)Nc2ccccn2)c1,-9%,7%,-16%,-2.6,-3%,3,6%,-2%
COc1ccc(S(=O)(=O)Nc2ccccc2C(=O)NC(C)C)cc1OC,0%,-4%,11%,2.2,-8%[57.1 µM],-2,5%,-2%
CCOc1cc(N)c(Cl)cc1C(=O)NCC1CN(Cc2ccc(F)cc2)CCO1 (stereo not given),3%,-13%,14%,-3.1,7%,2,0%,/
CC(C)Cc1ccc(-c2cc3nc(NCCOc4ccccc4)ccn3n2)cc1,7%,-16%,-17%,1.7,-4%,56,-16%,/
CCCN(CC(=O)Nc1ccccc1C)C(=O)/C=C/c1ccc(OCC)c(OC)c1,-16%,1%,-10%,-2.4,0%,-2,-4%,-2%
C=C1C(=O)O[C@H]2C1CC[C@@](C)(O)C13C=CC(C)(C21)C1(C3)C(=O)O[C@@H]2C3C(C)=CCC3[C@](C)(O)C[C@H](OC(C)=O)C21 (stereo not given in full),-1%,-4%,5%,0.9,21%,4,6%,1%
CN1CCc2nc(NC(=O)COc3ccc(C#N)cc3)sc2C1,-3%,-5%,2%,1.1,20%,3,10%,1%
COc1ccc(CNc2nnnn2C)c(OC)c1,-6%,0%,0%,0.4,14%,-8,-16%,2%
CS(=O)(=O)N1CCc2cc(C(=O)Nc3ccccc3Br)ccc21,3%,4%,0%,0.8,4%,-4,-4%,0%
Brc1c(OCCOCCn2cncn2)ccc2ccccc12,17µM*,-7%,-3%,-0.1,-2%,-11,9%,2%
O=C(NCCCn1ccnc1)c1cc2cc([N+](=O)[O-])ccc2oc1=O,-4%,9%,-4%,-3.3,2%,-10,-27%,-1%
Cc1ccc(/C(O)=C/C(=O)C(=O)NNC(=O)C(O)(c2ccccc2)c2ccccc2)cc1,-4%,11%,-4%,-0.4,-16%,/,-18%,2%
COc1ccccc1CC(=O)N1CCCc2ccccc21,-1%,0%,2%,1.2,-4%,7,0%,0%
Cc1ccccc1CCN(CC(=O)NC1CCCCC1)C(=O)c1csnn1,-8%,2%,-14%,1.2,4%,-4,13%,0%
CCOCCCn1c(SCC(=O)Nc2ccc(OC)cc2)nc2ccccc2c1=O,?,-19%,-8%,-2.1,12%,3,10%,-11%
O=C(c1ccccc1NS(=O)(=O)c1cccs1)N1CCCC1,-9%,-1%,0%,0.5,15%,1,0%,1%
Cc1ccccc1NC(=O)CSc1ccc(-c2ccco2)nn1,-12%,2%,0%,-0.4,-2%,-21,-11%,-1%
O=C(Nc1cccc(O)c1)c1cccc(S(=O)(=O)Nc2cccc(O)c2)c1,3%,-7%,-16%,1.2,12%,5,5%,0%
O=C(O)Cn1c(=S)sc2ccccc21,-20%,7%,-12%,-0.4,3%,-1,-6%,?
O=C(CSc1nc(Cc2ccccc2)nc2ccccc12)c1ccc2c(c1)OCCO2,-8%,6%,11%,0.6,7%,/,-3%,-190%
CCCCN(C(=O)c1ccc(S(=O)(=O)N2CCCCC2)cc1)C1CCS(=O)(=O)C1 (stereo not given),-10%,3%,-10%,-0.4,5%,0,16%,-5%
CS(=O)(=O)NC1c2cccc3cccc(c23)C1N1CCOCC1 (stereo not given),-7%,3%,2%,-2.7,3%,/,-1%[57.1 µM],-3%
CCc1nnc(NC(=O)C2CCCN(S(=O)(=O)c3ccc(OC)cc3)C2)s1 (stereo not given),?,-6%,4%,-0.7,4%,-6,-9%,-3%
Cc1ccc(NC(=O)/C=C/C(=O)O)c(NC(=O)c2ccccc2)c1,-1%,-5%,-4%,1.6,14%,-2,2%,0%
COc1ccc(-c2cc3cc(OC)c(OC)cc3cn2)cc1OC,21%,1%,-9%,-0.2,-2%,3,-15%,/
N#Cc1ccccc1Sc1ccccc1C(=O)OCC(=O)NC12CC3CC(CC(C3)C1)C2,-3%,1%,-7%,-3.0,-12%,9,-15%[57.1 µM],-12%
CCCN(CCC)C(=O)c1cn(C)c2ccc(S(=O)(=O)N3CCCC3)cc2c1=O,6%,2%,-21%,-2.8,0%,1,-1%,2%
C=CCOc1ccc(-c2n[nH]c(=S)o2)cc1,-18%,-8%,11%,-5.4,1%,-60*,-3%,-3%
O=C(CNS(=O)(=O)c1cccc(F)c1)OCC(=O)N1CCCC1=O,-8%,0%,2%,-1.5,2%,2,2%,-3%
